ALOX12 inh – Primary qHTS assay for inhibitors of human arachidonate 12S-lipoxygenase (ALOX12): Round 2; 580,000 compounds, 1.1% hits; Polyunsaturated fatty acid lipoxygenase ALOX12 (Homo sapiens), P18054; Potency, µM (series often up to 108 µM), for inactives: at the highest dose activity change, negative = inhibition, usual class: inhibitors; purified 12hLO, xylenol orange hydroperoxide absorbance; further: potency means the concentration at half of the fitted maximal effect; on the % scale 0 is the no-effect control and ±100 the full control effect
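Hydroperoxide product was detected by ferrous iron/xylenol orange as the 573 to 405 nm absorbance ratio. Arachidonic acid at 40 uM (final) was turned over for 30 min at room temperature by 150 nM human 12hLO, pH 7.0 Hepes buffer, after 15 min compound preincubation.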
PI4K2A inh – qHTS for small molecular inhibitors of PI4K2A; 420,000 compounds, 0.13% hits; purified PI4K2A, ADP-Glo luminescence, 1 h; stronger effect = lower value; Phosphatidylinositol 4-kinase type 2-alpha (Homo sapiens), Q9BTU6; activity change, negative = inhibition, % at 76.9 µM; in the data active means activity change below about -50%; inconclusive means mostly about -30% to -49%;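 further: -100% = wells without enzyme as full effect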
Target sequence (Q9BTU6 whole entry, looked up): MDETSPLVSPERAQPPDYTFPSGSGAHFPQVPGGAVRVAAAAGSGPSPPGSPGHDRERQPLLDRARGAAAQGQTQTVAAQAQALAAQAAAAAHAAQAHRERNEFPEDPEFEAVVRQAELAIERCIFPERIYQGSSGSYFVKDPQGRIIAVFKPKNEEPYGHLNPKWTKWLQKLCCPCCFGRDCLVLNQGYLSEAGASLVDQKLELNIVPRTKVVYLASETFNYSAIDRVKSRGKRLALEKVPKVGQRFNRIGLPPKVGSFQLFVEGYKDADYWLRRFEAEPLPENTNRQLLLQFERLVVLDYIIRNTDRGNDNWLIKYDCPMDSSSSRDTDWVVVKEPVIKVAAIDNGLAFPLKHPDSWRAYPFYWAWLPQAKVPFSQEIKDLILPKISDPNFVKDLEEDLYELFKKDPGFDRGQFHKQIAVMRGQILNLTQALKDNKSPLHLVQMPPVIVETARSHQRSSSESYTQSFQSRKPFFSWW
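PI4K2A activity was measured by ADP-Glo luminescence: enzyme (4 ug/mL stock) and phosphatidylinositol (1.2 mM stock) in Tris pH 7.5/MgCl2/EGTA/Triton X-100 buffer were reacted with ATP (300 microM stock) for one hour at ambient temperature.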
G9a inh – qHTS Assay for Inhibitors of Histone Lysine Methyltransferase G9a; G9a H3K9 monomethylation, AlphaScreen, 2 h; Histone-lysine N-methyltransferase EHMT2 (Homo sapiens), Q96KQ7; AID 504332, 2011; 350,000 compounds, 8.8% hits; Potency, µM (highest dose often 102 µM), without a hit: at the top dose activity, negative = inhibition, actives largely listed as inhibitors; further: potency means the concentration at half of the fitted maximal effect; on the % scale 0 is the no-effect control and ±100 the full control effect; nearly all actives have a fitted effect of over 75% in size
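G9a (20 nM) preincubated 15 min RT with compounds, then 500 nM biotinylated H3K9 peptide and 20 uM SAM added; 2 h RT reaction. Monomethyl-H3K9 product detected by AlphaScreen with anti-H3K9me1 antibody, streptavidin donor and anti-rabbit IgG acceptor beads.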
HP1b binding inh – HTS for Inhibitors of HP1-beta Chromodomain Interactions with Methylated Histone Tails. Chromobox protein homolog 1 (Homo sapiens), P83916. AlphaScreen HP1-beta / biotin-H3K9me3 peptide binding. Potency, µM (doses to about 114 µM), for the others: at the top dose activity change, negative = inhibition, actives largely listed as inhibitors. 390,000 compounds, 0.56% hits; further: potency means the concentration at half of the fitted maximal effect; nearly all actives have a fitted effect of over 70% in size; inactives centre near 23
Target sequence (P83916 whole entry, looked up): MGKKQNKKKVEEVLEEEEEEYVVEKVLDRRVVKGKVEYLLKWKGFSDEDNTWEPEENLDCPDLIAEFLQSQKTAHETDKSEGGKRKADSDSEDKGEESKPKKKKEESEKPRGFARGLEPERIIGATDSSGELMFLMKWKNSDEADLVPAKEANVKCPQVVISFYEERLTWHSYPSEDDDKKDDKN
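Compound inhibition of the preformed complex between 50 nM HP1-beta and 50 nM biotinylated H3K9me3 peptide was read by AlphaScreen. Buffer was PBS pH 7.4 with 0.01% Tween-20. Incubations ran 30 min at room temperature, with 10 ug/mL donor/acceptor beads.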
RGS4 inh – Inhibitors of Regulator of G Protein Signaling (RGS) 4: qHTS | Regulator of G-protein signaling 4 (Homo sapiens), P49798 | Transcreener GDP fluorescence polarization, RGS4-accelerated GTP hydrolysis | Potency, µM (top dose mostly 114 µM), inactives show at the top dose activity change, negative = inhibition, hits mostly inhibitors | 390,000 compounds, 0.039% hits | AID 504845, 2011; further: potency means the concentration at half of the fitted maximal effect; on the % scale 0 is the no-effect control and ±100 the full control effect; nearly all actives have a fitted effect of over 75% in size; some results filed as inactive show a strong effect at the top dose
Target sequence (P49798 whole entry, looked up): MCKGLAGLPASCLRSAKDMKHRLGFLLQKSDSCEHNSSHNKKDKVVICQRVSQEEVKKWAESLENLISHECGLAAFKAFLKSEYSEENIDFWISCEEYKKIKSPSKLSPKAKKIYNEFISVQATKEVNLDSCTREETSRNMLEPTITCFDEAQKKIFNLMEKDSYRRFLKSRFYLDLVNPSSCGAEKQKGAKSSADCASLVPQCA
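MLSMR compounds (23 nl, pin-transferred) preincubated 10 min at room temperature with a 500nM (2x) first reagent, then RGS4 at 900nM (2x) plus Transcreener GDP mix added; fluorescence polarization (620/688 nm) read before and after 90 min at 30 °C.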
BAZ2B inh – qHTS Assay for Inhibitors of BAZ2B. Bromodomain adjacent to zinc finger domain protein 2B (Homo sapiens), Q9UIF8. AlphaScreen BAZ2B-H3K14Ac peptide displacement. Potency, µM (titrated, usually from 114 µM), for inactives: top-dose activity change, negative = inhibition, actives largely listed as inhibitors. 360,000 compounds, 4.4% hits; further: potency means the concentration at half of the fitted maximal effect; on the % scale 0 is the no-effect control and ±100 the full control effect; nearly all actives have a fitted effect of over 60% in size
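Inhibition is scored as reduced AlphaScreen emission. The BAZ2B/b-H3(5-23)K14Ac complex (50 nM each) in PBS pH 7.4, 0.01% Tween-20 meets compound (up to 110 uM) for 30 min at RT before bead addition.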
JMJD2A Tudor – qHTS Assay for Inhibitors of JMJD2A-Tudor Domain; AlphaScreen JMJD2A-Tudor / H3K4me3 peptide binding; Potency, µM (titrated, usually from 114 µM), for inactives: at the top dose activity change, negative = inhibition, most hits filed as inhibitors; 390,000 compounds, 4.4% hits; further: potency means the concentration at half of the fitted maximal effect; on the % scale 0 is the no-effect control and ±100 the full control effect; nearly all actives have a fitted effect of over 50% in size
GLS inh – qHTS for Inhibitors of Glutaminase (GLS); 410,000 compounds, 0.21% hits; GLS enzymatic activity, qHTS titration; AID 624170, 2012; Potency, µM (highest dose often 45.5 µM), inactives show top-dose activity change, negative = inhibition, most hits filed as inhibitors; Glutaminase kidney isoform, mitochondrial (Homo sapiens), O94925; further: potency means the concentration at half of the fitted maximal effect; on the % scale 0 is the no-effect control and ±100 the full control effect
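hKGA in 45 mM KH2PO4 pH 8.2, 0.02% Tween-20 with pin-transferred compounds; 1 mM L-glutamine (stock) plus glutamate oxidase/HRP/Amplex Red coupling added. Fluorescence read initially and after 30 min at RT.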
ERG-DNA inh – qHTS for Small Molecule Inhibitors of the ERG Ets/DNA interaction; 370,000 compounds, 0.028% hits; Transcriptional regulator ERG (Homo sapiens), P11308; Potency, µM (series often up to 76.9 µM), for the others: at the highest dose FP activity, negative = inhibition, hits mostly inhibitors; fluorescence polarization, His-ERG Ets domain / labelled DNA; active means well fitted inhibition curve with a large enough effect in the polarisation, with a control signal flat; inconclusive means small, poorly fitted or top-dose-only effect, or effect the other way, or a change in a side signal; inactive means no such curve, though single readings can be large or run the other way; the % refers to the polarisation;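 further: polarization taken with two DNA probes labelled with fluorescein and Texas red; potency means the concentration at half of the fitted maximal effect; % of control where 0% means no effect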
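His-tagged ERG Ets domain (1 uM in the protein solution; 300mM KCl, 50mM Tris-HCl, 1mM EDTA, 1mM DTT, pH 7.5) received compound, then a probe mix of 5 nM fluorescein-DNA and 100nM Texas-615-DNA. Fluorescence polarization was read for both dyes.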
Active calls of the source: *; ? = inconclusive; . = no result given; & = joins results of further samples; ! = a repeat was not active; [ ] = remark or other dose. Unless noted, the call rests on the fitted dose curve; in most records, active means well fitted curve in the direction sought with a large enough effect; inconclusive means small, poorly fitted or top-dose-only effect, or another doubt; inactive means no such curve, though single readings can be large; an effect the other way counts as inactive or inconclusive. Only part of the results is shown; count on the stated rates, not on these rows.

ALOX12 inh	PI4K2A inh	G9a inh	HP1b binding inh	RGS4 inh	BAZ2B inh	JMJD2A Tudor	GLS inh	ERG-DNA inh	molecule
-14%	-5	-3%	40%[activator]	-12%	-1%	-10%	6%	-6%	Cc1ccc(C(=O)NCC(=O)OCC(=O)NC(C)c2ccccc2)s1 (configuration not stated)
-22%	3	3%[59 µM]	44%	-8%	-3%	16%	0%	-11%	NC(=O)c1cc(-c2ccccc2)nc(N2CCCCCC2)n1
?	-65*	0.35µM*	?	?	40µM*	5.6µM*	4%	29%	COc1ccc(/C=N/NC(=O)c2nn(-c3ccccc3)c(=O)c3c(N)scc23)cc1
10%[57.4 µM]	3	-15%[59 µM]	40%[activator]	8%	4%	-14%	0%	-3%	Cc1cccc(CSc2ncnc3nc[nH]c23)c1
?	5	-47%[59 µM]	-9%	14%	-34%	-23%	1%	3%	CCOC(=O)c1oc2cc(C)cc(O)c2c(=O)c1-c1csc(C)n1
-7%	0	-29%	31%	7%	-11%	-10%	3%	-17%	COc1cc(C2CC(=O)N(CC(=O)NCC3CCCO3)c3ccccc3S2)cc(OC)c1OC (configuration not stated)
5%	-2	.	25%	1%	2%	3%	-13%	-1%	Cc1cc(C(F)F)nn1CC(=O)NC1CCCC1
0%	-2	7%	26%	9%	-3%	-10%	7%	0%	CCc1ccc(C(=O)NC(C(=O)NCC2CCCO2)C(C)C)cc1 (configuration not stated)
-17%	6	23%[59 µM]	148%[activator]	-33%	43%[activator]	135%[activator]	.	3%	Cc1cc(Oc2cnn(C(C)(C)C)c(=O)c2Cl)cc(C(C)C)c1
-46%	1	24%	5%	-5%	7%	-21%	-6%	7%	O=C(O)c1ccccc1OCC1CCCO1 (configuration not stated)
?	4	?	-4%	-24%	?	?	4%	2%	CCOC(=O)C(C)On1c(-c2ccc(Cl)cc2)nc2ccc([N+](=O)[O-])cc21 (configuration not stated)
7.1µM*	2	.	-5%	-7%	11%	?	7%	8%	CCOC(=O)C1(CCOc2ccccc2)CCN(Cc2cccc(OC)c2O)CC1

Additional structures follow.
ALOX12 inh	PI4K2A inh	G9a inh	HP1b binding inh	RGS4 inh	BAZ2B inh	JMJD2A Tudor	GLS inh	ERG-DNA inh	molecule
-24%	0	.	15%	-10%	.	-4%	-6%	-2%	Cc1ccc(Nc2ncnc(Cl)c2N)cc1
.	-5	32µM*	?	-6%&1%	20µM*	45µM*!	16µM*	6%	COc1ccc(N2Cc3cccc(C(=O)O)c3C2=O)cc1
?	-4	23%[59 µM]	33%	-41%	-13%	-6%	-1%	-17%	Cc1cccc(C(=O)NC(=S)N2CCN(c3ccc([N+](=O)[O-])cc3)CC2)c1
3%	0	30%[12.7 µM]	46%[activator]	2%	1%	3%	-7%	-8%	Cc1csc(NC(=O)c2cc(C)on2)n1
0%	-2	.	16%[57 µM]	-17%	.	-24%	26%	7%	Cc1cc2c(=O)n(C)c(SCC(=O)NCC3CCCO3)nc2s1 (configuration not stated)
3%	-6	2%[59 µM]	13%	12%	1%	-20%	-2%	1%	NC(=O)CSCc1cccc(Br)c1
1%	0	6%	44%[activator]	27%	-7%	-9%	13%	8%	CCC(CC)C(=O)c1c[nH]c(C(=O)NN)c1
375%[activator]	0	13%[59 µM]	39%[activator]	-16%	7%	8%	-14%	-17%	Cc1ccc(-c2nnn(CC(=O)N(CC3CCCO3)C(C(=O)NCC3CCCO3)c3ccc(F)cc3)n2)o1 (configuration not stated)
1%	-3	1%[59 µM]	12%	12%	11%[57.1 µM]	-6%	-6%	-1%	Cc1ccc(N(C)C(=O)c2noc3c2CCCCC3)cc1C
2%	-2	-9%	33%	3%[11.4 µM]	-13%[57.1 µM]	-1%	-1%	3%	Cc1ccc(S(=O)(=O)CCC(=O)N2CCN(c3ccccc3F)CC2)cc1
?	-4	.	17%	6%	.	-12%	19%	-6%	O=S(=O)(O)c1cccnc1SCc1ccccc1
-13%	-3	14%	2%	12%	3%	-15%	4%	-5%	Cc1ccccc1NC(=O)NC1(C(=O)NCc2ccco2)CCCCC1

Further records
ALOX12 inh	PI4K2A inh	G9a inh	HP1b binding inh	RGS4 inh	BAZ2B inh	JMJD2A Tudor	GLS inh	ERG-DNA inh	molecule
0%	-2	-41%[12.7 µM]	30%[activator]	11%	2%	-9%	-3%	-12%	COc1ccccc1CN(C)C(=O)CN1CCN(C(=O)c2cccs2)CC1
-20%	2	1%	3%	26%	-1%	-3%	5%	-4%	CC(=O)c1cc2c(cc1NS(=O)(=O)c1cccc(C(=O)O)c1)OCO2
-5%	-5	-4%[2.33 µM]	22%	1%	2%	-21%	-7%	0%	Cc1ccc(NC(=O)CCNC(=O)c2ccc(Cl)cc2)cc1C
-24%	0	0%[59 µM]	42%[activator]	16%	3%	12%	12%	-5%	Cc1nc(SCC(=O)OC(C)(C)C)c2c3c(sc2n1)CCCC3
14%	0	-11%[59 µM]	38%	9%	-18%	-32%	7%	-6%	CCCCCC(=O)Nc1cccc(C2=NOC3(C2)C[C@H](C(N)=O)N(C(=O)c2ccccc2)C3)c1 (some centres not stated)
48%	1	.	16%	8%	.	-31%	13%	5%	COc1cc2c(cc1OC)CN(C(=O)CCC(=O)c1ccc(F)cc1)CC2
-5%	-3	10µM*	-6%	?	14%	-5%	-6%	-4%	CCOC(=O)c1c(NC(=O)COc2ccccc2Br)sc2c1CCCCC2
5%	4	24%[12.7 µM]	16%	8%	5%	-23%	-6%	-8%	O=C(CNS(=O)(=O)c1ccccc1F)OCC(=O)c1c[nH]c2ccccc12
45µM*	-9	?	6%	-17%	-1%	-15%	?	8%	COc1ccc(C2=Nc3ccccc3OC2)cc1
-10%	3	-24%[59 µM]	-13%	9%	2%[57.1 µM]	-29%	-6%	-3%	CN(C)c1ccc(/C=N/NC(=O)CN(c2ccccc2Cl)S(C)(=O)=O)cc1Br
-12%	8	-22%[59 µM]	30%	?	-32%	-26%	9%	6%	Cc1cccc(Cn2c(SCc3ccc(C(=O)N4CCCCCC4)cc3)nc3ccncc32)c1
-8%	-1	?	1%	-41%	-5%	-10%	-2%	1%	O=[N+]([O-])c1cccc(-c2ccc(/C=N/n3c(-c4ccccc4)n[nH]c3=S)o2)c1

Carrying on:
ALOX12 inh	PI4K2A inh	G9a inh	HP1b binding inh	RGS4 inh	BAZ2B inh	JMJD2A Tudor	GLS inh	ERG-DNA inh	molecule
?	2	.	14%	2%	.	-27%	-1%	4%	COC(=O)[C@@]1(Cc2ccccc2)[C@H]2C(=O)N(C)C(=O)[C@H]2[C@H]2CN=C(SC)N21
-12%	6	33%	9%	10%	-22%	-9%	-20%	11%	O=C(Cc1ccccc1)NCCc1cccc(Cl)c1
7%	-2	.	1%	-2%	-20%	?	5%	19%	COc1ccccc1CCNC(=O)C(=O)c1cn(CC(=O)N2CCCC2)c2ccccc12
151%[activator]	1	14%	28%	14%	-2%	-16%	5%	-1%	Cc1ccc2nc(Nc3nc(-c4ccccc4)cc(=O)[nH]3)nc(C)c2c1
-40%	0	-50%	40%[activator]	7%	-11%	-13%	23%	.	Cc1nc2cc(Nc3nnc(-c4ccccc4)c4ccccc34)ccc2n1C
?	-5	50µM*	?	1%	?	56µM*	-1%	-5%	Cc1cc(-c2cn3ccccc3n2)c(C)n1-c1ccccc1
-7%	12	.	11%	-16%	.	-12%	7%	-1%	CCOc1ccccc1NC(=O)COc1cccnc1[N+](=O)[O-]
-8%	8	16%[59 µM]	14%	-51%	10%	-10%	4%	5%	Cc1c(/C=N/NC(=O)c2ccc(O)cc2)c2ccccn2c1C(=O)c1ccc(F)cc1
-17%	-2	18µM*	2%	-52%	?	-3%	-9%	-4%	COc1ccc(NC(=S)NCCCN2CCCC2)cc1Cl
0%	4	17%[59 µM]	56%[activator]	-38%	29%	10%	-9%	18%	CCOC(=O)c1c(-c2ccccc2Cl)cn2ccccc12
-5%	-2	?	29%	-17%	2%	-6%	-2%	2%	CCOC(=O)C1CCCN(Cc2nc(Cc3cccc(F)c3)no2)C1 (configuration not stated)
?	-8	32µM*	29%	-23%[56.9 µM]	7%	-28%[57.1 µM]	-13%	2%	COc1ccc2c(c1)C(=O)/C(=C/C=C/c1ccccc1)CC2
0%	-8	7%[59 µM]	17%	12%	9%	-16%	14%	-1%	Cc1cccc(C)c1NC(=O)CCCSc1nnc(-c2ccco2)o1

Assay outcomes from PubChem BioAssay.
